D2 agonist: agonists of human D2 dopamine receptor. P14416. HEK293 T-REx D2 cells, calcium flux agonist mode. activation, % at 2 µM. actives 0.53% (n = 340,000). AID 485358;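 active = activation over 3 SD above normal in the single-dose calcium agonist read, cut at about 30% in these data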; also: 0% is about no effect
Target sequence (P14416 whole entry, looked up): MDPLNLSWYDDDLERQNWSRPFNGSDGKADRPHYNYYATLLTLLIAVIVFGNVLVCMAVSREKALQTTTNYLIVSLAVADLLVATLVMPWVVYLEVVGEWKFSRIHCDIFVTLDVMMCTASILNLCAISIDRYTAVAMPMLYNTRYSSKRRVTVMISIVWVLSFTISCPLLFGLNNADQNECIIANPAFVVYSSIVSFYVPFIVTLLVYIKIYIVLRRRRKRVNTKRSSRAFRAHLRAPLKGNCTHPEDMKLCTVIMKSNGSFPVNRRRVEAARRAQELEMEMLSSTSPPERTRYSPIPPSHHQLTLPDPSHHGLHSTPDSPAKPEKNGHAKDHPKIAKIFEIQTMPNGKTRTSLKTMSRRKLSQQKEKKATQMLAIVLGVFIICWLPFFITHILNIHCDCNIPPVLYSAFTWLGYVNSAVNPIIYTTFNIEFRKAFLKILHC
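Calcium-flux readout, 1 cycle/sec over 180 s following compound pin transfer, in inducible HEK293 Trex D2 cells (force-coupled); dopamine controls included. Positive calcium responses during this window marked compounds as potential agonists.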
D1 ag: agonists of human D1 dopamine receptor; P21728; HEK293 T-REx D1 cells, calcium flux, agonist mode; activation, % at 2 µM; actives 1% (n = 360,000); AID 504660; in the data active = activation above about 30%; also: 0% is about no effect
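Tetracycline-induced HEK293 TREx D1 cells, force-coupled to calcium signalling, were dye-loaded with a no-wash calcium kit. Compound was pin-added after a 10 s baseline. Fluorescence was read kinetically at 1 cycle/s for 180 s, with calcium rises flagged as agonism.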
D2 PAM: positive allosteric modulators of human D2 dopamine receptor. P14416. HEK293 T-REx D2, calcium flux, EC20 dopamine potentiation. potentiation, % at 10 µM. actives 0.34% (n = 340,000). AID 485347;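 active = potentiation over 3 SD above the plate norm, cut at about 30% in these data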; also: 0% is about no effect
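Potentiation of an EC20 dopamine calcium response measured kinetically over 180 s, after a preceding 180 s compound-only read flagging agonists. Cells: inducible Hek293 Trex D2 line, 4000/well, cultured overnight at 30 C before dye loading.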
TRHR PAM: allosteric enhancers of human TRH receptor; enhancement, % at 2 µM; actives 0.66% (n = 360,000); P34981; TRHR cells, fluo-8 calcium fluorescence, EC20 TRH enhancement; in the data active = enhancement above about 30%; also: 0% is about no effect
Target sequence (P34981 whole entry, looked up): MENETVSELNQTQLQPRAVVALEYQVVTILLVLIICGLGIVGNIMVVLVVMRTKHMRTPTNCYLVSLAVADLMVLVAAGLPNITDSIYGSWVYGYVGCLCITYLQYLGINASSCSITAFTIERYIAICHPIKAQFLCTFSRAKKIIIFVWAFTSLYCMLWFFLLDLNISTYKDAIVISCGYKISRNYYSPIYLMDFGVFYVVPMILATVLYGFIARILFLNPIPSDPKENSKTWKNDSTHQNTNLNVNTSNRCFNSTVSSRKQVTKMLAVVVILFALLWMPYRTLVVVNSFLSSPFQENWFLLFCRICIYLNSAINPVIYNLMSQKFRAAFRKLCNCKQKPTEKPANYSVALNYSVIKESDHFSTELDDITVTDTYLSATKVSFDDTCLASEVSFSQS
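TRHR-expressing cells loaded with fluo-8 calcium dye were read kinetically (ex 480/em 530) during compound addition, then stimulated with an EC20 of TRH (10 nM final). Enhancement of the Gq-mediated intracellular calcium response was scored.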
RXFP1 antag: antagonists of human relaxin receptor RXFP1 | Q9HBX9 | activity change, negative = inhibition, % at 57.5 µM | HEK293-RXFP1, relaxin-stimulated cAMP HTRF, 30 min; hits give low values | actives 0.59% (n = 350,000);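 active = activity change of -60% or lower, but not beyond a set lower limit; inconclusive = change between -60% and -40%, or beyond the set limit; inactive = change above -40%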; also: % is scaled to controls: 0 for no effect and ±100 for the full control effect
D2 antag: antagonizes the human D2 dopamine receptor; actives 2% (n = 340,000); HEK293 TREx D2 cells, calcium flux, dopamine EC80; inhibition, % at 10 µM; in the data active = inhibition above about 30%; also: 0% is about no effect
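Inhibition of EC80 dopamine-driven calcium flux, recorded kinetically, defines activity here; cells are a tetracycline-induced HEK293 T-REx line expressing force-coupled D2.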
D1 PAM: human D1 dopamine receptor positive modulation | HEK293 TREx D1 cells, calcium flux, dopamine EC20 potentiation | actives 0.036% (n = 360,000) | P21728 | AID 504651 | potentiation, % at 10 µM; in the data active = potentiation above about 30%; also: 0% is about no effect
RXFP1 agonist: activates the human relaxin receptor RXFP1. Q9HBX9. HEK293T-RXFP1 cAMP TR-FRET, 30 min; response scale: percent of porcine relaxin response, buffer zero. Potency, µM (top dose mostly 57.5 µM), for inactives: at the top dose activation, actives largely listed as activators. actives 0.3% (n = 370,000). AID 2676; active = well fitted activation curve with a large enough effect; inconclusive = small, poorly fitted or top-dose-only effect; also: potency is read from the fitted curve at half-maximal effect; % is scaled to controls: 0 for no effect and ±100 for the full control effect; nearly all actives have a fitted effect of over 60% in size; many of its hits are not listed in these tables
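HEK293 cells stably expressing RXFP1, treated 30 min at 37C with compounds plus PDE4 inhibitor Ro 20174; cAMP measured by HTRF TR-FRET. Normalized to buffer and 29 nM porcine relaxin; EC50 by Hill fit.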
D1 antag: blocks dopamine activation of the human D1 receptor; HEK293 TREx D1 cells, calcium flux, dopamine EC80; hits give low values; activity change, negative = inhibition, % at 10 µM; actives 3.2% (n = 360,000); P21728; in the data active = activity change below about -30%; also: % is scaled to controls: 0 for no effect and ±100 for the full control effect
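HEK293 T-REx cells expressing inducible, force-coupled D1 receptor; no-wash Ca dye, 30–90 min RT. Cmpd → 180 s read at 1 Hz → EC80 DA → 180 s read.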
Active calls of the source: *; ? = inconclusive; nt = not tested or not shown. Only part of the results is shown; the hit share may differ from the screen's.

canonical_smiles | D1 PAM | RXFP1 agonist | D2 agonist | D2 antag | D1 antag | D1 ag | D2 PAM | RXFP1 antag | TRHR PAM
Cc1ccc(-c2nnc(Nc3ccccc3O)c3ccccc23)cc1 | 1 | 0.7% | 0.7 | nt | -25 | -2 | -24 | nt | 1
O=C(O)CCC(NS(=O)(=O)c1ccc(-c2ccccc2)cc1)C(=O)O (stereo not drawn) | -3 | -1.1% | 0.1 | 12 | -5 | 2 | 4 | 2 | 8
Cc1cc(C)cc(NC(=O)c2ccc(N3C(=O)C4CCCCC4C3=O)cc2)c1 (stereo not drawn) | -10 | 0.1% | -2.3 | -22 | 5 | 3 | 3 | -16 | -6
Cc1ccc(C(=O)N/N=C\c2ccncc2)s1 | 5 | 11% | -0.6 | -5 | -5 | 2 | 14 | -4 | 4
CCc1ccc(Nc2ccc(C(=O)O)cc2[N+](=O)[O-])cc1 | 0 | 0.0% | nt | nt | -3 | 1 | nt | -8 | -2
COc1ccc(NC(=S)NCCc2ccccc2)c(OC)c1 | -2 | 1.1% | 0.4 | -9 | nt | -1 | -14 | -7 | -6
C=C(C)CNC(=S)NNC(=O)c1ccc(Br)cc1 | -7 | 0.7% | -0.8 | 7 | 11 | 3 | 2 | 6 | -1
c1ccc(-c2nnnn2CCOCCn2nnnc2-c2ccccc2)cc1 | -10 | 0.2% | 0.0 | -12 | 9 | 2 | 0 | -22 | -4
O=C(/C=C/c1cccc(C(F)(F)F)c1)Nc1cccc(C(F)(F)F)c1 | -2 | 3.7% | 1.1 | 19 | -24 | 16 | -10 | -17 | 2
CCCOc1ccc2nc(C)c(CCC)c(SC(=N)N)c2c1 | 4 | 6.0% | 0.2 | 2 | 6 | 0 | 5 | 8 | 3
O=C(O)c1cc(-c2ccccc2)n(-c2ccc(Cl)cc2)n1 | -3 | 0.1% | -0.5 | -25 | -1 | 3 | 4 | -14 | 4
CCN(CC)c1ccc(C(=S)NCc2ccccc2)cc1 | -7 | -1.0% | 0.4 | -1 | -10 | 1 | -2 | -1 | 7
CCOC(=O)N1CCN(C(=O)COC(=O)CSc2ccc([N+](=O)[O-])cc2)CC1 | -4 | 0.2% | -0.2 | 3 | -13 | 4 | 0 | -13 | -15
COC(=O)c1cc(OC)c(OC)cc1NC(=O)Cc1cccs1 | 0 | 0.6% | -0.6 | -3 | -6 | 4 | 20 | 9 | -5
COCCn1c(SCC(=O)N2CCCc3ccccc32)nnc1-c1ccco1 | -1 | -0.6% | 0.9 | 11 | -10 | 0 | -2 | 0 | -1
CCN(CC)CCCN1C(=O)C(=O)/C(=C(/O)c2ccc(OC)c(Cl)c2)C1c1ccco1 (stereo not drawn) | 10 | 10% | 0.1 | -15 | -2 | -1 | 12 | nt | 28
CCOC(=O)CN1C(=O)C(Sc2n[nH]c(-c3ccccc3)n2)CCc2ccccc21 (stereo not drawn) | -4 | 0.8% | -0.7 | -33 | -7 | 2 | -16 | -4 | -2
CCOc1ccc(C)cc1S(=O)(=O)N1CCCCC1 | -6 | 0.8% | 0.1 | 2 | -1 | 1 | 1 | 5 | -11
Cn1c(=O)n(C)c2cc(NC(=O)CCl)ccc21 | 0 | -0.6% | 0.9 | -14 | -10 | 0 | -1 | -5 | 1
COc1cccc(NC(=O)CN(C)CC(=O)Nc2ccccc2-c2ccccc2)c1 | 2 | 2.3% | 0.2 | 25 | 3 | 0 | -1 | -9 | 6
Cc1ccc(C(=O)C2COC(=O)C2)cc1 (stereo not drawn) | -2 | 0.4% | -0.1 | 0 | -22 | 4 | -2 | 2 | -2
Cc1cc2nnc(SCC(=O)NCc3cccs3)n2c2ccccc12 | -8 | 8.0% | 0.5 | 2 | 3 | 3 | -17 | -2 | 2
N#C/C(=C\c1cccs1)C(=O)c1ccccc1 | 0 | 4.0% | 15 | -2 | 9 | -1 | 3 | -5 | 2
CNc1nc2c3ccccc3n(C(C)=O)c2s1 | -2 | -3.4% | 0.2 | 6 | -12 | 1 | -13 | -7 | 21
O=[N+]([O-])c1ccc(Cl)c(S(=O)(=O)N2CCCCCC2)c1 | -3 | 1.3% | -0.3 | -5 | 8 | 2 | 10 | nt | 8
COC(=O)c1c(NC(NC(=O)c2ccccc2)(C(F)(F)F)C(F)(F)F)sc2c1CCN(C)C2 | -2 | 3.1% | -3.2 | 18 | 1 | 3 | -16 | 0 | 7
Cc1cc(C)cc(N(C(=O)CCC(=O)Nc2ccccn2)C(C(=O)NC(C)C)c2ccc(O)cc2)c1 (stereo not drawn) | -4 | 1.8% | -3.3 | -2 | 15 | 8 | 2 | nt | -4
Clc1ccc(-n2cccc2/C=N/n2cnnc2)cc1 | -2 | 0.8% | 0.1 | -2 | 11 | 1 | 19 | -7 | 0
Cc1cc(C)cc(OCC(=O)Nc2nc3ccc([N+](=O)[O-])cc3s2)c1 | -3 | 0.3% | 0.3 | -13 | -3 | -1 | 11 | -7 | 13
O=S(=O)(c1ccccc1)c1cnc(-c2cccnc2)nc1-c1ccccc1 | 1 | 1.4% | -0.3 | 8 | -7 | 1 | -5 | -9 | 3
CCc1ccc(NC(=O)CC2C(=O)Nc3c2c(=O)n(C)c(=O)n3C)cc1 (stereo not drawn) | -2 | 1.0% | 0.3 | -9 | 2 | 1 | -3 | -4 | 0
COc1ccc(-c2[nH]ncc2C(=O)NCc2cccc(F)c2)cc1 | 3 | 1.4% | -0.4 | nt | 15 | 1 | 2 | 7 | 37*
O=c1c(Cl)c(N2CCCCC2)cnn1-c1nc2ccccc2[nH]1 | 2 | 1.3% | 0.5 | 1 | -1 | -2 | 13 | 2 | 0
COC(=O)c1ccc(N2CCN(CC(=O)c3ccc(-c4ccccc4)cc3)CC2)c([N+](=O)[O-])c1 | -8 | -1.0% | -0.3 | 27 | -34* | 2 | 11 | 1 | -2
C/C=N/NC(=O)CCNC(=O)c1ccccc1 | -5 | 0.2% | 0.8 | 2 | -7 | 1 | 13 | 5 | 33*
CCOC(=O)c1sc(NC(C)=O)nc1-c1ccccc1 | 4 | 6.1% | -0.1 | -30 | 5 | 1 | 8 | -9 | -5
O=C(C1CCCN1S(=O)(=O)c1ccc(Cl)c(Cl)c1)N1CCOCC1 (stereo not drawn) | -2 | 0.4% | 0.3 | -14 | 0 | 1 | -3 | 9 | -5
O=C(Cn1nnc2ccccc21)N/N=C/c1ccco1 | 4 | 2.5% | nt | nt | 7 | 1 | nt | -6 | -4
O=C(Nc1ccc(Cl)cc1)c1csc(-c2ccncc2)n1 | -6 | 2.4% | -0.1 | 12 | -6 | 1 | -8 | -28 | 5
COc1ccc2c(c1)-c1c(ssc1=S)C(C)(C)N2C(=O)CSC1=NCCS1 | 1 | -0.7% | 0.7 | 14 | 5 | 1 | 14 | 11 | -17
COc1cccc(/C=N/n2nnnc2N)c1OCc1ccccc1Cl | -8 | 2.3% | 0.3 | 2 | 9 | 7 | 2 | -12 | 0
CCn1c(CSc2nnc(C)n2-c2ccccc2)nc2cc(S(=O)(=O)N(C)C)ccc21 | 0 | -0.9% | 0.1 | -6 | -11 | 0 | -1 | -6 | 2
CCc1nc(N[C@H](C(=O)O)C(C)C)c2oc3ccccc3c2n1 | 1 | -1.9% | 0.4 | 9 | 2 | 1 | 5 | -12 | 7
O=C(NCc1cccs1)C1CCCN1S(=O)(=O)c1ccccc1F (stereo not drawn) | 0 | -0.4% | 1.7 | 2 | 4 | 0 | -3 | 11 | -9
COC(=O)Oc1ccc(/C=N/NC(=O)CN(c2ccccc2Cl)S(C)(=O)=O)cc1OC | -3 | 2.1% | 0.8 | 16 | -7 | 1 | -11 | -4 | 22
COc1ccc(CCNC(=O)c2nn(C)c3c2CSc2ccccc2-3)cc1OC | -2 | 2.7% | -1.4 | nt | 16 | 3 | -6 | -26 | 6
O=C(O)C1C2CCC(C2)C1C(=O)NCCCn1ccnc1 (stereo not drawn) | -3 | -0.7% | 0.6 | -27 | 5 | 1 | 0 | 3 | 4
Cc1cc(O)ccc1N/C=C/c1onc(C)c1[N+](=O)[O-] | -2 | -0.5% | 3.1 | 1 | -15 | 15 | 27 | -8 | -3
O=C1/C(=C\c2ccsc2)NC(=S)N1c1ccccc1 | 1 | -0.5% | nt | -8 | 10 | 2 | -13 | -30 | 12
CCN(CC)C(=O)CSc1nc2sc(C)c(C)c2c(=O)[nH]1 | -7 | 1.4% | -0.1 | 2 | 1 | 2 | 9 | -39 | -7
c1ccc(C[n+]2c(-c3ccccc3)csc2Nc2ccccc2)cc1 | 7 | -0.2% | -0.4 | -8 | 8 | 3 | -8 | nt | 6
Cc1nn(C)c2c1c(C(F)(F)F)cc(=O)n2Cc1cccc(Br)c1 | -1 | -2.0% | 0.2 | nt | 15 | 6 | 2 | -14 | -1
COc1ccc(-c2noc(-c3nnn(-c4cc(C)ccc4C)c3N)n2)cc1 | -5 | 6.0% | 0.8 | nt | -5 | 11 | -26 | -4 | -5
CCCc1cc(=O)[nH]c(SCC(=O)NCCC2=CCCCC2)n1 | 0 | 0.2% | nt | nt | 2 | 1 | nt | -11 | 2
O=S(=O)(O)c1cc(O)c2c(O)c(N=Nc3cc(Cl)ccc3O)c(S(=O)(=O)O)cc2c1 | -6 | -14% | -0.1 | 26 | 8 | 2 | -1 | ? | 0
Cc1ccc(NC(=O)CCSCCC(=O)Nc2ccc(C)c(C)c2)cc1C | -9 | 2.4% | 0.9 | -12 | -1 | 3 | -13 | 1 | 1
Cc1ccc(CNC(=O)CN2CCN(Cc3ccc(Cl)cc3)C2=O)cc1 | -5 | 1.5% | 0.7 | 22 | -13 | 4 | -3 | 3 | -5
CCCCN(CC)C(=O)c1nn(C)c2c1CSc1ccccc1-2 | -3 | -0.3% | -1.7 | nt | -1 | 5 | 0 | -16 | -5

In the list so far, these contain bromine:
canonical_smiles | D1 PAM | RXFP1 agonist | D2 agonist | D2 antag | D1 antag | D1 ag | D2 PAM | RXFP1 antag | TRHR PAM
C=C(C)CNC(=S)NNC(=O)c1ccc(Br)cc1 | -7 | 0.7% | -0.8 | 7 | 11 | 3 | 2 | 6 | -1
Cc1nn(C)c2c1c(C(F)(F)F)cc(=O)n2Cc1cccc(Br)c1 | -1 | -2.0% | 0.2 | nt | 15 | 6 | 2 | -14 | -1

High-throughput results from PubChem BioAssay.
